HSF1 activator: HSF-1 activators, primary screen, NIH3T3-HGL cells, MG132 stress, luminescence, single point; activation, % at 9 µM; NIH3T3-HGL HSF-1 luciferase reporter, 8 h; 100% = twice DMSO control signal; actives 1.7% (n = 300,000); AID 504408, 2011;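 active = mean replicate activation of at least 50% with a set share of replicates each reaching 50%; inconclusive = only one of those two conditions met; inactive = mean below 50% and too few replicates reaching it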;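 also: 0% = median of the neutral control wells and 100% = twice that signal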
HDAC3 inh: HDAC3 deacetylase inhibitors, primary screen, biochemical, fluorescence, cell-free homogeneous; Histone deacetylase 3 (Homo sapiens), O15379; recombinant HDAC3, fluorogenic peptide/trypsin coupled; inhibition, % at 8.3 µM; actives 0.15% (n = 320,000); in the data active = inhibition above about 26%, passing the limit was not always enough; inconclusive = no clear call, values can overlap the other calls
Target sequence (O15379 whole entry, looked up): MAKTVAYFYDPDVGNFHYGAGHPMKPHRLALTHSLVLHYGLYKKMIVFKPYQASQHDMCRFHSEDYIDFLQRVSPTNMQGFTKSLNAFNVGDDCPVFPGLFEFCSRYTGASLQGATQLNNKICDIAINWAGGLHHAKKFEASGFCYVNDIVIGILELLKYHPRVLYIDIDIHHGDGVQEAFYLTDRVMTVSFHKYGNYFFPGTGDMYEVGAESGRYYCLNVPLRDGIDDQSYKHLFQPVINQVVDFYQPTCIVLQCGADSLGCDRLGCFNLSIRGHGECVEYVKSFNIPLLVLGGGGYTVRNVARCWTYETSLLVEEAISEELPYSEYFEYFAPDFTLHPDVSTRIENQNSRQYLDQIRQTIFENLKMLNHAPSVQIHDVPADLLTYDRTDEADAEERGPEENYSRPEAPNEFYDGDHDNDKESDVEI
HSP90 inh: HSP90 inhibitors, primary screen, cell lysate, luminescence | Heat shock protein HSP 90 (rabbit reticulocyte lysate; luciferase refolding) | Rabbit reticulocyte lysate, luciferase refolding luminescence, 3 h | inhibition, % at 5.6 µM | actives 0.91% (n = 290,000) | AID 1789, 2009;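 active = inhibition above the screen-wide mean plus 3 SD, computed separately per campaign, cut at about 16% in these data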;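 also: 0% = DMSO wells and 100% = 60 µM geldanamycin wells; inhibitors lower the luminescence because luciferase stays unfolded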
aSyn UTR inh: MLPCN primary screen, SNCA 5' untranslated region; actives 0.82% (n = 300,000); AID 1813, 2009; alpha-synuclein 5'UTR reporter, inhibitor activity; inhibition, % (tested at 7.5 µM); in the data active = inhibition above about 60%; inconclusive = no clear call, values can overlap the other calls;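 also: H4 neuroglioblastoma cells stably carrying SNCA 5'UTR luciferase fusion; 0% = DMSO wells and 100% = positive control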
IEC-6 cytotox: cytotoxicity in IEC-6 intestinal epithelial cells, primary screen, cytotoxicity control for KLF5 inhibitor project, cell-based, luminescence | IEC-6 cytotoxicity, luminescence viability | inhibition, % at 5 µM | actives 0.78% (n = 290,000); in the data active = inhibition above about 22%;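 also: 0% = plate median of test compound wells and 100% = cytotoxic reference compound wells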
HSF1 inh: HSF1 inhibitors in luciferase reporter cells, primary screen, cell-based, NIH3T3, luminescence. activity change, negative = inhibition, % at 7.5 µM (by protocol). actives 0.77% (n = 300,000). NIH3T3-HGL HSE-luciferase, MG132-induced, luminescence 8 h; stronger effect = lower value;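 active = more than half of replicate wells show activity change below -50%, luminescence cut by over half; inconclusive = some wells, but at most half, below -50%; inactive = no replicate well below -50%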;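 also: luciferase reports HSF-1 transcriptional activity via heat shock element; 0% = median of DMSO wells and -100% = zero luminescence signal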
KLF5 inhibitor: KLF5 expression inhibitors, primary screen, DLD-1 cells, luminescence | DLD-1 KLF5 promoter-luciferase reporter | inhibition, % at 5 µM | actives 0.23% (n = 290,000);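 active = inhibition above a per-plate limit of that plate's mean compound inhibition plus 3 SD, cut at about 60% in these data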;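 also: 0% = DMSO wells and 100% = LY294002 at 200 µM; higher means less KLF5 promoter-driven luciferase light; inactives centre near -14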
AI-2 QS mod: Vibrio harveyi AI-2 quorum sensing modulators, primary screen, JMH597 strain, luminescence/OD600 ratio. Vibrio harveyi JMH597 AI-2 luminescence/OD600 ratio, 9 h; stronger effect = lower value; strain lacks LuxN and CqsS sensors; 0 = neutral-control median. activity change, % at 7.5 µM. actives 0.4% (n = 300,000). AID 2094, 2009; in the data active = activity change below about -75%, passing the limit was not always enough; inconclusive = no clear call, values can overlap the other calls;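 also: luminescence divided by OD600 gain over 9 h not by final OD600 alone; inactives centre near 13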
HIF act: HIF pathway transcriptional activators, primary screen, cell-based, U2OS HRE-luciferase, luminescence; actives 0.32% (n = 300,000); U2OS HRE-luciferase reporter; normalized: DMSO 0%, desferrioxamine 100%; activation, % at 7.5 µM (by protocol); AID 1910, 2009;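 active = mean activation of at least 10% of the iron chelator positive control signal, with at least half of replicates also reaching 10%; inconclusive = mean and replicate majority disagree about reaching 10%; inactive = mean and most replicates under 10%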
Platelet DG rel: inhibitors of platelet dense granule secretion, primary screen, cell-based, MLPCN, human platelets; AID 1663, 2009; actives 0.22% (n = 300,000); inhibition, %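 (compounds screened at 7.5 µM in platelet-rich plasma)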; human platelet-rich plasma, SFLLRN dense granule ATP release, luminescence;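 active = mean replicate score, as percent of positive control, at or above 50; inconclusive = mean below 50 but at least one replicate at or above 50; inactive = mean and every replicate below 50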
The depositor's hits bear a star; ? = inconclusive; / = not tested or not shown.

SMILES	HSF1 activator	HDAC3 inh	HSP90 inh	aSyn UTR inh	IEC-6 cytotox	HSF1 inh	KLF5 inhibitor	AI-2 QS mod	HIF act	Platelet DG rel
Cc1n[nH]c(=O)nc1N1CCN(c2ccccc2)CC1	4	1	-1	-9	-2	-2	-17	19	0.2	-6
CCNCC(=O)Nc1ccc(N2CCOCC2)cc1	40	4	1	1	1	18	-15	-7	-0.2	10
CC1=C(C(=O)Nc2ccccc2C)C2(CCCCC2)C(C(N)=O)C(=S)N1 (stereo not drawn)	2	1	0	-4	2	0	-4	0	-0.1	-5
O=C(NN=C1CCCCCCCCCCC1)c1cccnc1	-5	-2	-1	-14	3	0	1	46	0.3	1
COc1ccc(CNC(=O)CCNC(=O)N2CCn3c2nc2ccccc23)cc1	5	0	-4	25	-3	2	-12	22	-0.3	-2
CCCNC(=O)CCc1nnc2ccc(N3CCC(C)CC3)nn12	-6	-7	-2	13	-9	3	-8	17	0.9	-4
COc1ccccc1C(=O)NC(=S)NNC(=O)c1sc2ccccc2c1Cl	3	0	2	-45	-1	-6	-17	13	-0.2	6
O=C(NCc1ccco1)c1cc(-c2ccc3c(c2)OCO3)on1	71*	-2	-4	-97	3	23	-35	2	2.1	-3
COc1ccc(Nc2oc(-c3ccc(OC)cc3)nc2C#N)cc1	68*	-4	-10	-132	6	53	-120	2	3.6	0
Cc1cc(NS(=O)(=O)c2c(C)c(C)cc(C)c2C)no1	-13	-2	4	-10	-4	-2	-14	28	0.1	-7
CNc1nc(SCc2ccccc2Cl)nc2c1CCCC2	31	14	0	23	-4	19	35	24	-0.3	-6
N#C/C(=C/c1ccc(N2CCCCC2)cc1)c1cccc(F)c1	-17	-1	5	-135	0	-9	-29	-12	4.0	14
CCC(=O)NNc1nc2c(C)cccc2s1	-21	5	3	0	7	-2	-1	13	-0.3	2
Cc1ccc(-n2ccc(=O)c(C(=O)Nc3ccc(S(=O)(=O)Nc4nccs4)cc3)n2)cc1	-3	8	-4	8	5	0	-16	22	-0.3	-5
O=C(Nc1cccc(C(F)(F)F)c1)OCc1ccncc1	2	1	/	-22	/	2	/	17	-0.4	-1
O=C1N=C(c2ccccc2)C(c2ccccc2)N1 (stereo not drawn)	8	-76	1	9	-5	-5	-3	25	0.1	-3
O=S1(=O)NC(=NCc2ccco2)c2ccccc21	-4	?	2	12	4	-4	-13	34	-0.1	-1
O=C(O)C#Cc1cccc2ccccc12	1	-5	4	-6	8	-2	-22	26	0.0	3
O=C(NCCN1CCOCC1)c1ccc(CS(=O)(=O)c2ccc(Br)cc2)o1	8	2	-3	11	-2	5	1	3	0.1	1
O=C(Nc1cccc(Cl)c1)c1csc(-c2ccccc2)n1	20	10	-3	-121	2	15	-41	8	1.2	1
Cc1ccc(S(=O)(=O)N(C)Cc2nc(-c3ccccn3)no2)cc1	-8	1	2	-1	2	2	-17	2	-37	-3
O=C(c1cc(-c2ccncc2)nc2ccccc12)N1CCN(S(=O)(=O)/C=C/c2ccccc2)CC1	-5	-2	0	21	3	2	-40	34	-0.2	1
O=C(/C=C/c1ccc(Br)o1)Nc1nnc(C2CC2)s1	6	1	1	-40	1	7	-31	35	0.8	0
CCC(=O)N(C)CCc1cc2c(c(OC)c1/C=N/NC(=O)[C@H]1C[C@@H]1c1ccccc1)OCO2	12	4	8	-5	5	3	5	9	-0.5	-3
NC(=O)c1c(NC(=O)c2c(F)cccc2F)sc2c1CCN(Cc1ccccc1)C2	-37	1	-3	9	8	-27	-15	3	0.6	-2
COc1cc(NC(=O)c2ccc(S(=O)(=O)N(C)C)cc2)cc(OC)c1OC	-10	-1	2	22	-1	-6	-21	3	0.2	-4
CC1CCCCN1CCCNC(=O)CCCN1C(=O)c2cccnc2Sc2ccccc21 (stereo not drawn)	13	3	4	-4	4	2	-1	10	0.4	-3
COc1ccc(C2OC(=O)c3ccccc3S2)cc1 (stereo not drawn)	-4	1	1	-14	-7	-1	-14	4	-0.2	-5
CC(=O)OC1COC(OC2C(O)C(C)OC(OC3C(OC4CCC5(C)C(CCC6(C)C5CC=C5C7CC(C)(C)CCC7(C(=O)O)CCC56C)C4(C)CO)OCC(O)C3O)C2O)C(O)C1OC(C)=O (stereo not drawn)	/	8	-4	/	5	/	-40	/	/	/
CS/C(=C\[N+](=O)[O-])Nc1ccc(Cl)cc1	22	6	-4	-3	2	21	-13	17	0.0	-2

2 records picked at random from those above, as already listed:
SMILES	HSF1 activator	HDAC3 inh	HSP90 inh	aSyn UTR inh	IEC-6 cytotox	HSF1 inh	KLF5 inhibitor	AI-2 QS mod	HIF act	Platelet DG rel
CS/C(=C\[N+](=O)[O-])Nc1ccc(Cl)cc1	22	6	-4	-3	2	21	-13	17	0.0	-2
NC(=O)c1c(NC(=O)c2c(F)cccc2F)sc2c1CCN(Cc1ccccc1)C2	-37	1	-3	9	8	-27	-15	3	0.6	-2

New compounds follow:
SMILES	HSF1 activator	HDAC3 inh	HSP90 inh	aSyn UTR inh	IEC-6 cytotox	HSF1 inh	KLF5 inhibitor	AI-2 QS mod	HIF act	Platelet DG rel
O=S(=O)(c1ccccc1)N1CCN(S(=O)(=O)c2ccccc2)C1	-21	5	0	21	2	-2	60	-15	-0.6	5
CCCCOc1ccc(NC(=O)c2cc(F)c(F)cc2Cl)cc1	9	-2	-2	-17	1	8	-51	27	-1.2	3
COc1ccc(N(CC(=O)N2c3ccccc3CC2C)S(=O)(=O)c2c(C)nn(C)c2C)cc1 (stereo not drawn)	15	2	2	12	-3	-3	-9	9	-0.1	10
Cc1ccc(NC(=O)NC(=S)NC(=O)c2ccccc2)cc1	54*	3	4	-125	3	23	-25	-8	2.5	-19
COc1ccc(/C=N/NC(=O)CN(CCc2ccccc2)S(=O)(=O)c2ccc(NC(C)=O)cc2)cc1OC	-3	1	7	24	1	-3	-2	22	2.4	-4
COc1ccc(Cl)cc1NC(=O)CN(C)CC(=O)Nc1ccc(S(N)(=O)=O)cc1	-7	3	-1	11	-4	-5	-23	/	-0.2	2
O=C(CCCC(=O)NCC1CCCO1)NCC1CCCO1 (stereo not drawn)	-1	5	1	-15	-6	-2	-14	22	0.1	-3
CCOc1cc(S(=O)(=O)NC2CCCCCC2)ccc1F	-1	4	6	-18	0	-4	5	8	0.0	-8
O=C(O)c1cc2ccc3cccc4ccc(c1)c2c34	1	-1	4	-6	0	2	-7	22	1.2	-5
O=C(CSc1nnc(-c2cccnc2)o1)OC1CCCCC1	9	?	8	1	6	-3	-6	13	-0.3	1
Cc1cc(-c2nc3ncccc3o2)ccc1NC(=O)CC(C)C	15	-12	-2	-75	3	4	-40	13	0.8	-7
CC(=O)c1ccc(N=Nc2ccc(N)cc2)cc1	29	10	13	39	8	11	39	3	-1.8	16
NC(=O)c1ccc2c(=O)n3c(-c4cc(Cl)c(N)c(Cl)c4)csc3nc2c1	-6	13	/	12	/	-3	/	26	0.1	-7
COC(=O)C1=NN(C(C)=O)C2(CC(=O)N(c3cc(C)cc(C)c3)C2=O)C1 (stereo not drawn)	5	-2	-2	16	0	0	-16	23	0.4	-7
O=C1CC(=O)C(n2cncn2)C(c2ccc(Cl)cc2Cl)C1 (stereo not drawn)	-3	7	3	-2	16	0	27	15	-0.1	0
CCCn1c(N)c(N(CCOC)C(=O)c2ccc(N(C)S(=O)(=O)c3ccc(C)cc3)cc2)c(=O)[nH]c1=O	-2	/	/	6	/	-4	/	17	-0.3	-9
CCC(CC)C(=O)c1c[nH]c(C(=O)NCc2ccccc2OC)c1	-23	-13	-2	-1	0	1	-31	16	1.2	11
O=C1NCCN1Cc1ccccc1	2	-4	3	2	4	-5	3	0	-0.3	-2
CC(=O)Oc1cccc(/C=c2\sc3nc(-c4ccco4)nn3c2=O)c1	11	3	0	-21	2	13	5	33	-0.7	-16
CCn1c2ccccc2c2c3ncc4cccn4c3ccc21	19	0	-2	-45	4	11	5	20	-2.0	0
O=C(Nc1ccc(F)c(F)c1)c1ccccc1-c1ccccc1	23	6	-1	-12	3	-6	0	2	-0.1	-13
Cc1ccc(/C=C2\SC(=S)N(c3cccnc3)C2=O)cc1	9	-3	-2	6	1	6	-14	-4	0.1	-6
CCN1CN(Cc2ccco2)CNC1=S	-9	1	-4	22	5	-6	-6	20	-0.3	-9
Cc1ccnc2nc(C(=O)Nc3cc(Cl)ccc3N3CCOCC3)nn12	0	-3	-3	-77	0	-3	9	22	0.0	-1
CCc1cccc2c(C(=O)C(NCCCOC)c3ccccc3)c[nH]c12 (stereo not drawn)	27	3	3	-2	11	5	-7	-3	0.2	-5
O=C(Cn1ncc2c([nH]c3ccccc32)c1=O)Nc1ccc(F)cc1F	0	-12	-1	-14	4	-1	-5	22	0.1	-8
COC(=O)c1cc(OC)c(OC)cc1NC(=O)CSc1nnc(-c2cccnc2)n1C	-21	-2	0	19	-1	-6	-1	7	0.1	1
CCCCSc1nnc2c(n1)[nH]c1ccccc12	?	9	3	-135	-6	23	-32	-5	2.2	-8
O=C1c2ccccc2C(Nc2ccc(S(=O)(=O)N3CCCCCC3)cc2)N1Cc1ccco1 (stereo not drawn)	42	12	4	-17	6	23	-7	19	0.0	-9
COc1ccc(C(C(=O)NC2CCCC2)N(Cc2ccccc2)C(=O)c2snc(C(N)=O)c2N)cc1OC (stereo not drawn)	52*	-6	0	-9	0	18	8	22	-0.1	14
c1ccc(-c2ccc(OCCCNC3CCCC3)cc2)cc1	17	5	3	-28	3	2	-29	-2	-0.7	2
S=C(NCc1ccc(Cl)cc1Cl)NC1CCCCC1	34	12	0	11	-5	9	-14	-66	0.5	-1
COc1cccc(CNC(=O)CN(C)S(=O)(=O)c2cccc3cccnc23)c1	-10	-4	-10	20	4	3	-26	5	-0.5	2
CC1CCCC(NC(=O)c2ccc3c(=O)n(CC4CCCO4)c(=O)[nH]c3c2)C1C (stereo not drawn)	9	7	-2	-4	2	-6	3	35	0.2	-5
Cc1nn(C)c(C)c1CCC(=O)O	7	1	3	-25	4	-6	14	43	-0.4	2
COc1cc(/C=C2/SC(=S)N(Cc3ccccc3)C2=O)cc(OC)c1O	11	-2	2	9	1	7	12	8	-2.4	5
COc1ccc(C(=O)CNc2ccc(C)cc2C)cc1	-10	-2	0	-56	1	-11	2	2	0.1	-13
CN(C)[C@@H](CO)c1nnc([C@H](CCC(=O)O)NC(=O)C2CCNCC2)o1	-14	-1	9	12	-2	-4	-22	23	-1.0	-2
Cc1cc2oc(=O)cc(CN3CCN(S(=O)(=O)/C=C/c4ccccc4)CC3)c2cc1C	4	-1	4	43	0	-2	-26	10	0.1	-10
CCn1cc(C(=O)NCCN(C)CCc2ccccc2)c(=O)c2cc(S(=O)(=O)N(C)C)ccc21	23	6	0	-24	0	2	-19	4	-0.1	-3

Screening data deposited in PubChem by several laboratories.
